SARS 3CLpro inh: SARS-CoV 3CLpro protease inhibition; P0C6X7; recombinant SARS-CoV 3CLpro, quenched FRET peptide cleavage; inhibition, % at 6 µM; 290,000 tested, 0.14% active; AID 1706; in the data active = inhibition above about 12%
Yp Topo-I inh: blocks Yersinia pestis topoisomerase I activity; AID 504884; Y. pestis Topo-I cleavage product accumulation, plate reader; 360,000 tested, 0.064% active; activity, % at 10 µM; in the data active = activity above about 50%, passing the limit was not always enough; note: inactives centre near 2
DUSP3 inh: blocks human VHR1 dual specificity phosphatase; AID 1654; recombinant VHR phosphatase, pNPP absorbance; 290,000 tested, 0.52% active; inhibition, % at 13.3 µM; in the data active = inhibition above about 50%; note: some compounds called inactive have numbers as strong as hits
Target sequence (P51452 whole entry, looked up): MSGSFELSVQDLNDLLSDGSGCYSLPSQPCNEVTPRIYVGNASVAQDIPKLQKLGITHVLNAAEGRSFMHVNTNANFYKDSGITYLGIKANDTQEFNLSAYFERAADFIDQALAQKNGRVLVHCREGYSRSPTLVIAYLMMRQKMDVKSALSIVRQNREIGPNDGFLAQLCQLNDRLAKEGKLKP
PrPC surface inh: cell surface PrPC inhibition, primary TR-FRET screen; 370,000 tested, 0.43% active; P04156; AID 720596; TR-FRET read-out; inhibition, % at 13.8 µM; in the data active = inhibition above about 24%; note: 0% = median of the test wells and 100% = reference compound wells
Vc quorum ag: induces V. cholerae light production without autoinducers; V. cholerae BH1578 lux reporter, luminescence, 6 h; activation, % at 18.7 µM; 350,000 tested, 0.16% active; in the data active = activation mostly above about 9.7%, no sharp cut-off; note: not every result past the cut was called active; inactives centre near 0; reference of the scale not given here
PriA SSB inh: K. pneumoniae PriA-SSBct interaction inhibition; AlphaScreen SSBct-PriA binding, biotinylated peptide; inhibition, % at 33 µM; 430,000 tested, 0.6% active; AID 1272365; in the data active = inhibition mostly above about 37%, no sharp cut-off; inactive = mostly below about 20%;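 note: plate controls were negative control peptide for no effect and reference peptide for full effect; strong numbers were not always called active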
CCHFV vOTU inh: blocks the CCHF virus ovarian tumor domain protease | inhibition, % at 11.5 µM | CCHFV vOTU protease, Pep-AMC fluorescence | 370,000 tested, 0.55% active; in the data active = inhibition above about 30%; note: 0% = vehicle wells with enzyme and 100% = no enzyme wells
TcdB inh: blocks C. difficile toxin B glycohydrolase activity | P18177 | TcdB glycohydrolase enzymatic assay, plate reader | inhibition, % at 9.99 µM | 350,000 tested, 0.24% active | AID 652162; in the data active = inhibition above about 10%
MazEF act: activators of E. coli MazEF toxin-antitoxin RNase. P0AE70. FAM/BHQ RNA-DNA oligo cleavage fluorescence, 5 h. activation, % at 20 µM. 350,000 tested, 0.32% active. AID 504720; in the data active = activation above about 50%
Target sequence (P0AE70 whole entry, looked up): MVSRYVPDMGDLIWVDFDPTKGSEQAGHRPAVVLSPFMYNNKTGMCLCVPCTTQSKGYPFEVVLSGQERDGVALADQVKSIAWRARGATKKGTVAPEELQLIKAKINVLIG
Rv3671c inh: inhibits the M. tuberculosis serine protease Rv3671c | P9WHR9 | inhibition, % at 5.96 µM | 320,000 tested, 0.048% active | AID 2606; in the data active = inhibition above about 38%;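 note: extracellular domain of Rv3671c used as enzyme; 0% = enzyme with DMSO and 100% = no enzyme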
Target sequence (P9WHR9 whole entry, looked up, the tested form may be a part): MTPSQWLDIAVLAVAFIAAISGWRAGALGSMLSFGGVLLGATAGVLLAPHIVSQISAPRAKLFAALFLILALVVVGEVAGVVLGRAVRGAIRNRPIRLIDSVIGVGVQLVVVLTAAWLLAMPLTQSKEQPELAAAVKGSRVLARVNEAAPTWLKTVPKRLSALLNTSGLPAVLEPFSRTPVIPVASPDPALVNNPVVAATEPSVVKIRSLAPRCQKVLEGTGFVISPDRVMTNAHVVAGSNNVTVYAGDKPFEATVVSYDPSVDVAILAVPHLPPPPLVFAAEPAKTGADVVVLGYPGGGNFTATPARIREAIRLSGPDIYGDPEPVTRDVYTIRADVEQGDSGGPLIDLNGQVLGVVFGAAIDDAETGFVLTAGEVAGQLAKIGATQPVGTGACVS
* = called active by the depositor; i = inactive; nt = no result given; & = joins results of further samples. Only part of the results is shown (hit frequency here may not be typical).

Sequence of screens – SARS 3CLpro inh | Yp Topo-I inh | DUSP3 inh | PrPC surface inh | Vc quorum ag | PriA SSB inh | CCHFV vOTU inh | TcdB inh | MazEF act | Rv3671c inh
CN(CC(=O)NC(=O)NCc1ccccc1)Cc1cccc(Cl)c1Cl
  1 | -7 | -4 | 1 | -1.5 | -35 | 6 | 0.1 | -4 | -6
COc1ccc(NC(=O)CSCC(=O)NCCc2ccccn2)cc1
  3 | -8 | 10 | -4 | -0.4 | -3 | -13 | -0.3 | -5 | 0
Cc1ccccc1NC(=O)COC(=O)c1ccc(S(=O)(=O)N2CCCCCC2)cc1
  nt | 11 | nt | -8 | i | -3 | 4 | -0.8 | -13 | nt
CCCS(=O)(=O)NC(=O)C1(C)CCCN(C(=O)c2ccc3snnc3c2)C1 (stereo not given)
  nt | 4 | nt | 1 | -0.4 | nt | -8 | -1.7 | nt | nt
COc1cccc(NC(=O)COC(=O)c2ccccc2C(=O)N2CCN(c3ccccc3)CC2)c1
  1 | 20 | 16 | 9 | i | 7 | -10 | 2.1 | 24 | 2
Cc1cc(N2CCN(Cc3ccc4c(c3)OCO4)CC2)n2ncnc2n1
  -5 | 11 | 18 | 2 | -0.2 | -19 | -5 | nt | 7 | -7
COc1ccc(-c2ccc(C(c3c(C)[nH][nH]c3=O)c3c(C)[nH][nH]c3=O)o2)c([N+](=O)[O-])c1
  -5 | 3 | 25 | -7 | i | 14 | 5 | -4.8 | 8 | nt
CCOCCCNC(=O)c1c[nH]c2cc(C)ccc2c1=O
  5 | 4 | 5 | 1 | -0.4 | -6 | -3 | nt | 6 | 7
Cc1cc(C)nc(NC=C2C(=O)OC(C)(C)OC2=O)n1
  -1 | 5 | 10 | 3 | -0.5 | -16 | 8 | 0.3 | 8 | 0
O=C1CC(C(=O)Nc2ccccc2)N=C(N2CCOCC2)N1 (stereo not given)
  -1 | -7 | -5 | -1 | i | -4 | -5 | nt | 6 | 9
Cc1cn([C@H]2C[C@H](O)[C@@H](CCC(=O)NCCc3cnc[nH]3)O2)c(=O)[nH]c1=O
  nt | 0 | nt | -6 | i | -5 | 7 | 1.0 | -3 | nt
Cc1ccc2c(c1)c1c(n2CC(O)CN2C(=O)CNC2=O)C(=O)CCC1 (stereo not given)
  0 | 7 | 2 | -21 | -0.1 | 0 | -14 | -0.7 | -9 | 2
CN1CCN(c2ccccc2NC(=O)c2ccc(-c3ccccc3[N+](=O)[O-])o2)CC1
  -76 | 9 | 14 | -27 | -0.3 | 14 | 6 | -0.8 | 0 | -1
Cc1cc(C)c2nc(NCCCNC(=S)NCCCN(C)C)c(C#N)cc2c1
  -2 | -13 | 32 | 3 | 0.2 | -6 | -18 | 1.3 | 30 | 2
CC(C)C[C@H](N)c1nnc(S(=O)(=O)Cc2ccc(F)cc2)o1
  7 | 0 | 10 | nt | i | -14 | nt | nt | 4 | -1
COc1ccc(NC(=O)CN2CCN(CC#N)CC2)cc1
  -2 | 0 | 2 | 0 | 0.8 | -13 | -3 | -3.9 | 3 | 5
CC(C)C[C@@]12C(=O)N(c3cccc(Cl)c3)C(=O)N1[C@H](c1ccc(Br)cc1)[C@@H]1C(=O)N(C(C)(C)C)C(=O)[C@@H]12
  nt | -3 | nt | 5 | 1.3 | -8 | 0 | -1.0 | -3 | -17
O=C(COc1ccc(Cl)cc1)NC1CCSC1=O (stereo not given)
  5 | 7 | 28 | 2 | i | -38 | -3 | nt | 2 | -1
COCCNC(=O)CS(=O)Cc1nc(-c2ccc(OC)cc2)oc1C (stereo not given)
  -1 | -7 | 44 | -2 | -0.4 | -5 | -7 | 3.6 | 14 | 7
CCc1nnc(NC(=O)c2oc3ccccc3c2COC(C)C)s1
  nt | -1 | nt | -2 | i | -12 | -10 | 0.7 | 1 | -9
Cc1ccc(SCC(=O)Nc2ccc(S(N)(=O)=O)cc2)cc1
  -5 | -16 | -12 | 9 | -0.2 | 1 | -2 | -2.3 | 2 | 1
CCc1ccc(OC(C)C(=O)Nc2ccc(S(=O)(=O)Nc3nccs3)cc2)cc1 (stereo not given)
  5 | -10 | 16 | 2 | 0.6 | 0 | 9 | -0.8 | 5 | -10
CCCn1nnnc1SCC(=O)NNC(=O)c1ccco1
  1 | -3 | 3 | -1 | -0.2 | -1 | 6 | 3.9 | 5 | -6
COCc1ccc(C(=O)N2CCC(CCC(=O)Nc3cccc(C)c3)CC2)s1
  4 | 17 | 5 | 10 | i | -18 | 2 | -1.6 | -4 | -4
O=C(O)[C@@H](O)c1ccccc1
  5 | -6 | 16 | 3 | 2.1 | -8 | 1 | 1.3 | 8 | 0
O=C(Nc1ccccc1Cl)OC1CN2CCC1CC2 (stereo not given)
  -2 | -3 | 9 | 4 | 0.7 | -7 | 6 | 1.9 | -5 | 10
COc1ccc(NC(=O)C(NC(=O)c2ccc(=O)[nH]c2)c2ccccc2)cc1 (stereo not given)
  1 | -7 | 38 | 1 | 0.6 | 1 | -1 | nt | 3 | -1
CC(Oc1ccc(Cl)cc1Cl)C(=O)NC1CCSC1=O (stereo not given)
  -3 | -6 | -1 | 4 | i | -28 | -6 | nt | 2 | -3
C[C@H]1CN([C@@H](C)CO)C(=O)c2cc(Br)cnc2O[C@H]1CN(C)Cc1ccc(Oc2ccccc2)cc1
  nt | 7 | nt | -1 | i | nt | 16 | 3.4&1.3 | -4 | nt
CCOC(=O)C1C(=O)N(C)C2(C)CC1c1cc(OC)ccc1O2 (stereo not given)
  -2 | -3 | -8 | 9 | -0.4 | -7 | 1 | nt | 0 | 5
CC1(C)C2CCC1(C)C(NC1=NCCC1)C2 (stereo not given)
  -1 | 2 | 18 | -3 | i | -7 | 4 | nt | 4 | 2
O=C(c1cccc(S(=O)(=O)N2CCOCC2)c1)N1CCN(S(=O)(=O)c2cccc([N+](=O)[O-])c2)CC1
  nt | 6 | nt | -19 | -27 | -6 | 4 | -1.6 | 4 | nt
NC(=O)C1(N2CCCCC2)CCN(C(=S)Nc2ccccc2)CC1
  -3 | -8 | -7 | -2 | -0.3 | -6 | -11 | 1.0 | -3 | -1
c1ccc(Cn2c(CNc3nc4ccccc4n3CCN3CCOCC3)nc3ccccc32)cc1
  5 | 15 | 33 | -5 | -1.4 | 7 | -6 | nt | -1 | 2
COc1ccc(Cn2c(C)cc3c(c2=O)C(c2cccs2)C(C#N)=C(N)O3)cc1OC (stereo not given)
  5 | 1 | 31 | 4 | -0.4 | -3 | -7 | nt | 0 | -7
C[C@@H]1CN([C@H](C)CO)C(=O)CCCn2nncc2CO[C@H]1CN(C)Cc1ccc(O)cc1
  nt | -1 | nt | -2 | -0.5 | nt | -3 | -2.5&0.7 | 1 | nt
COc1cc(OC)cc(-c2nnc(SCC(=O)N3CCCC3)o2)c1
  -5 | 6 | 12 | -3 | i | -23&0 | 7 | nt | 9 | 2
CN(C(=O)COC(=O)c1ccc(Cl)cc1N)C1CCS(=O)(=O)C1 (stereo not given)
  -6 | 7 | -6 | -7 | i | -14 | -69 | nt | 5 | -3
COc1ccc(/C=N/NC(=O)c2ccncc2)cc1CN1CCCc2ccccc21
  3 | 14 | 21 | 0 | i | nt | 6 | -6.0 | -1 | 16
NC(=O)c1ccsc1NC(=O)COC(=O)C1CCCN1C(=O)c1cccs1 (stereo not given)
  0 | nt | 10 | -1 | nt | -14 | 11 | nt | 8 | -4

Next structures
Letter code: A = SARS 3CLpro inh; B = Yp Topo-I inh; C = DUSP3 inh; D = PrPC surface inh; E = Vc quorum ag; F = PriA SSB inh; G = CCHFV vOTU inh; H = TcdB inh; I = MazEF act; J = Rv3671c inh
CCc1nnc(NC(=O)CSCc2cc(=O)n3ccsc3n2)s1
  A = 4	B = 3	C = 12	D = 7	E = i	F = -14	G = 13	H = 0.7	I = 8	J = 0

CCCN(CC(=O)Nc1ccccc1C)C(=O)c1ccc(OCc2c(C)noc2C)cc1
  A = nt	B = 24	C = nt	D = 3	E = -1.8	F = -1	G = -8	H = 0.5	I = 3	J = nt

Cc1cc([N+](=O)[O-])nn1Cc1noc(C(=O)NCCCn2ccnc2)n1
  A = 6	B = 7	C = 38	D = -6	E = -0.3	F = -5	G = 13	H = -2.2	I = -1	J = -5

O=C(O)c1cc2ccccc2c2c1C(=O)c1ccccc1-2
  A = nt	B = 3	C = nt	D = -4	E = i	F = nt	G = 4	H = 1.6	I = 1	J = nt

CC1CCN(C(=O)c2[nH]cnc2C(=O)N2CCN(C(=O)OC(C)(C)C)CC2)CC1
  A = nt	B = -1	C = nt	D = -2	E = -4.5	F = -9	G = -2	H = 1.2	I = 9	J = -7

Cc1sc(N)nc1-c1cccs1
  A = 1	B = -1	C = 46	D = -6	E = i	F = -2	G = 0	H = nt	I = 0	J = -9

CCc1nnc(NC(=O)c2cc(S(=O)(=O)N3CCOCC3)ccc2N2CCCCC2)s1
  A = 3	B = -12	C = 2	D = 16	E = -0.1	F = -4	G = -3	H = -0.6	I = 0	J = nt

CCN(CC)c1ccc(NC(=O)COC(=O)COc2ccccc2[N+](=O)[O-])cc1
  A = 2	B = -12	C = 8	D = -4	E = 0.0	F = 28	G = 5	H = -5.8	I = -10	J = 0

Some of the entries so far, with tabs:
canonical_smiles	SARS 3CLpro inh	Yp Topo-I inh	DUSP3 inh	PrPC surface inh	Vc quorum ag	PriA SSB inh	CCHFV vOTU inh	TcdB inh	MazEF act	Rv3671c inh
CCN(CC)c1ccc(NC(=O)COC(=O)COc2ccccc2[N+](=O)[O-])cc1	2	-12	8	-4	0.0	28	5	-5.8	-10	0
CC1CCN(C(=O)c2[nH]cnc2C(=O)N2CCN(C(=O)OC(C)(C)C)CC2)CC1	nt	-1	nt	-2	-4.5	-9	-2	1.2	9	-7
CCCN(CC(=O)Nc1ccccc1C)C(=O)c1ccc(OCc2c(C)noc2C)cc1	nt	24	nt	3	-1.8	-1	-8	0.5	3	nt
Cc1sc(N)nc1-c1cccs1	1	-1	46	-6	i	-2	0	nt	0	-9
O=C(O)c1cc2ccccc2c2c1C(=O)c1ccccc1-2	nt	3	nt	-4	i	nt	4	1.6	1	nt
CCc1nnc(NC(=O)c2cc(S(=O)(=O)N3CCOCC3)ccc2N2CCCCC2)s1	3	-12	2	16	-0.1	-4	-3	-0.6	0	nt
Cc1cc([N+](=O)[O-])nn1Cc1noc(C(=O)NCCCn2ccnc2)n1	6	7	38	-6	-0.3	-5	13	-2.2	-1	-5

Screens (PubChem)
